# 5HT1a ag = 5-HT1a (human) receptor agonism; P08908; CHO 5-HT1a Ga15 NFAT-bla reporter, FRET ratio; 0% basal, 100% maximal reference agonist; activation, % at 10 µM; actives 0.56% (n = 65,000);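 active means activation above the screen-wide mean activation plus 3 SD, cut at about 19% in these data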;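 further: 0% = DMSO wells and 100% = 5-CT at EC100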
# Fluor 339 460 = intrinsic fluorescence of library compounds, ex339/em460 – biochemical, MLSMR library, data from DPM-DC assay, artefact control, profiling panel; fluorescence fold increase at 10 µM; AID 709; actives 5.5% (n = 65,000); compound autofluorescence, ex339/em460 nm, NADH buffer; hits give high values; 1 = no-compound wells, NADH background;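 active means at 10 µM, mean starting fluorescence two-fold or more over control wells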;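 further: signal is the first read of a kinetic run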
# MMP13 inh = inhibitors of human MMP13. inhibition, % at 4 µM. actives 0.07% (n = 65,000). P45452. MMP-13 fTHP FRET cleavage, Mca fluorescence. AID 570;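 active means inhibition above the mean of compound-free control plate wells plus 3 SD, cut at about 14% in these data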;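 further: 0% = DMSO wells and 100% = wells with reference MMP-13 inhibitor after basal subtraction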
# SF-1 act = SF-1 (human) activation | Q13285 | activation, % at 10 µM | actives 1.9% (n = 65,000) | AID 522 | CHO-K1 Gal4-SF-1 LBD luciferase reporter; % increase over DMSO SF-1-specific signal;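 active means activation above the mean activation of all tested compounds plus 3 SD, cut at about 50% in these data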
# Target sequence (Q13285 whole entry, looked up, the tested form may be a part): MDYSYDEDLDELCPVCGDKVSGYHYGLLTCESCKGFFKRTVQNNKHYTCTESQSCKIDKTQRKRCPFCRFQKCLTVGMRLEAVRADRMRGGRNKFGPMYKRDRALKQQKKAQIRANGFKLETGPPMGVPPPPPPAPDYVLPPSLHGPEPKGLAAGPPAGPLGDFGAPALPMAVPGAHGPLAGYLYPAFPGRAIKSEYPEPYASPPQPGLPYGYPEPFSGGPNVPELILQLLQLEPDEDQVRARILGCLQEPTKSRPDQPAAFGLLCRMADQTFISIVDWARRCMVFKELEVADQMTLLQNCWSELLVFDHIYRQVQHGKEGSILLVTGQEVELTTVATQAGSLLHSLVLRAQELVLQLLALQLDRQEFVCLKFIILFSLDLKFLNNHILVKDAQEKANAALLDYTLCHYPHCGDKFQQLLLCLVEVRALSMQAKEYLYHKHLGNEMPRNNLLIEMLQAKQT
#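 material = CHO-K1 cells with Gal4–hSF-1 LBD chimera plus Gal4-driven luciferase | compound = 10 µM single point, 1% DMSO | incubation = 20 h compound exposure at 37 °C after 1 h cell settling | measured by = SteadyLite luciferase luminescence | evaluation = percent activation relative to DMSO median and mock-transfected background | control set = DMSO negative control and −SF1 background wells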
# A340 absorber = compound absorbs light at 340 nm; AID 708; 65,000 tested, under 10 active; compound absorbance at 340 nm, fold over control; fold change at 10 µM;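 active means at 10 µM dose, initial 340 nm absorbance at least 2 fold that of control wells; inactive means change under 2 fold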;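 further: initial absorbance extrapolated from kinetic A340 decline of NADH oxidation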
# TNAP act DEA = human TNAP activation, intermediate phosphate acceptor | P05186 | purified TNAP, CDP-star luminescence, 100 mM DEA, 30 min; hits give high values; scale: 0 levamisole-inhibited, 1 vehicle-only enzyme | activation factor at 20 µM | 64,000 tested, under 10 active | AID 813;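 active means activation factor of at least 2 at 20 µM, relative to controls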
# Target sequence (P05186 whole entry, looked up): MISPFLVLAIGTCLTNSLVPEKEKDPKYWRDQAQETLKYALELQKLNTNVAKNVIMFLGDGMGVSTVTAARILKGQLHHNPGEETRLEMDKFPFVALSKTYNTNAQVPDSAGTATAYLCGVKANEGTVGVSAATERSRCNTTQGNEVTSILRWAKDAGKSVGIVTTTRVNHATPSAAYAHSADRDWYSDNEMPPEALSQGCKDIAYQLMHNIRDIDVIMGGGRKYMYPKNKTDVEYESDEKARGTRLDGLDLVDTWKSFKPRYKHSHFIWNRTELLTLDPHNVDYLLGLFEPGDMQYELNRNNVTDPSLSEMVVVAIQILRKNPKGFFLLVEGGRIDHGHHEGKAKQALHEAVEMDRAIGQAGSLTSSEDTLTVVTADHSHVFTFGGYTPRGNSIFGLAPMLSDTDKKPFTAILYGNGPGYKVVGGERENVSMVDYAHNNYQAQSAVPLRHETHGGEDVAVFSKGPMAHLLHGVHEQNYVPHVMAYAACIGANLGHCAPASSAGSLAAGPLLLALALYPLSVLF
# 5-HT1A blocker = 5-HT1a (human) receptor antagonism; P08908; CHO 5-HT1a Ga15 NFAT-bla reporter, antagonist mode; inhibition, % at 10 µM; actives 0.68% (n = 62,000); AID 612;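 active means inhibition above the mean of all tested compounds plus 3 SD, cut at about 43% in these data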;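 further: receptor stimulated by 5-CT agonist at 100 nM near EC80; beta-lactamase reporter measured by ratiometric fluorescence of a cleavable substrate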
# NADH enzymes = blocks coupling enzymes of NAD/NADH assays; coupled PK/LDH NADH assays, four targets; IC50, µM (series often up to 10 µM), inactives show at the top dose inhibition; actives 0.02% (n = 65,000); AID 774;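 active means single-dose screening hits from any of four coupled enzyme assays that gave an IC50 when retested across doses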;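 further: the DPM-DC format reads NADH fluorescence rather than 340 nm absorbance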
# RORa activator = activators of human nuclear receptor RORA; CHO-K1 Gal4-RORA LBD luciferase reporter, luminescence; percent increase over mock-subtracted basal signal; activation, % at 10 µM; P35398; actives 1.5% (n = 65,000);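 active means activation above the mean of all tested compounds plus 3 SD, cut at about 49% in these data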;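 further: 0% = DMSO-treated RORA cells and 100% = added signal equal to DMSO minus mock-transfected cells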
# * marks the source's active call; other numbers are inactive results; x = not tested or not shown; [ ] = another dose, or the depositor's remark.
SMILES,5HT1a ag,Fluor 339 460,MMP13 inh,SF-1 act,A340 absorber,TNAP act DEA,5-HT1A blocker,NADH enzymes,RORa activator
CC1(C)CC(NS(=O)(=O)c2ccc(S(=O)(=O)N3CCOCC3)cc2)CCO1 (configuration not stated),-1.6,1,3,-14,0.98,0.9,7,8%,3
O=C(O)C1C2C=CC(O2)C1C(=O)NCCCn1ccnc1 (configuration not stated),-2.3,1,2,-7,1,1,6,7%,22
COC(=O)c1ccc(C2c3c(n[nH]c3C)C(=O)N2c2ccc(C)cc2)cc1 (configuration not stated),1.5,1.1,6,-21,1.1,1,-2,5%,-4
Cc1cc(NC(=O)C2CCN(S(=O)(=O)c3cnc[nH]3)CC2)ccc1Br,-2.1,1.1,4,-5,0.98,0.9,-2,8%,14
CCOC(=O)c1c(C)nc(-c2ccccc2)nc1NC(=O)C(C)C,-0.9,1.1,-1,43,1,0.9,12,7%,23
CCNc1nc(NCC)nc(OCCNS(=O)(=O)c2cc(C)ccc2C)n1,1.0,1.1,-2,-5,1,0.9,9,2%,1
CCCn1c(OC)nc2c1c(=O)n(C)c(=O)n2C,-0.7,1,-1,-10,0.97,0.9,6,4%,-8
O=C(O)C1C(c2ccccc2)C(C(=O)OCc2ccco2)C1c1ccccc1 (configuration not stated),-3.1,1.1,6,-16,1,0.9,7,3%,-15
Cc1cccn2c(=O)c(C=Nc3c(C)n(C)n(-c4ccccc4)c3=O)c(N3CCCC3)nc12,-0.5,1.1,7,-4,1.1,1,4,3%,-6
CCN1CCN(c2ncnc3c2cnn3-c2ccccc2)CC1,-1.1,0.78,-6,56*,1,1,2,7%,46
Cc1oc(C(=O)O)cc1COc1cccc2cccnc12,-3.4,1.2,-11,-1,1.1,0.9,-3,3%,15
Cc1nn2c(CN(C(=O)c3ccco3)c3ccccc3)nnc2c2ccccc12,3.6,1.1,2,-16,1.1,0.9,-10,0%,-16
CCOc1ccc(N2C(=O)CC(SC(=NC)Nc3cccc(F)c3)C2=O)cc1 (configuration not stated),2.1,1.1,3,-6,1.1,1,-8,3%,-11
CN(C(=O)c1ccncc1)c1nnc(-c2ccncc2)s1,3.1,3.6*,-82,21,0.98,0.8,1,8%[fluoresces],5
COCCN(C(=O)CNC(=O)c1ccco1)C(C(=O)NC1CCCCC1)c1cccc(OC)c1 (configuration not stated),-1.5,1,2,-7,0.97,0.9,-1,3%,0
O=S1(=O)CCN2C(c3ccco3)=CSC2=N1,-4.6,1.1,-4,12,1,1,-3,3%,1
c1ccc(N2CCN(c3nc(-c4ccccn4)nc4ccccc34)CC2)cc1,2.7,1.1,6,-52,1.1,0.9,x,0%,-6
O=C(c1ccc2c(c1)OCO2)N1CCCC(c2ccccc2)C1 (configuration not stated),-0.1,1.1,3,0,1,0.9,13,5%,8
CCOC(=O)Cc1nnc(NC(=O)c2ccco2)s1,-0.7,1,0,17,1.1,0.9,4,11%,-6
COC(=O)C1(C)Nc2ccccc2C(=O)N1c1ccccc1OC (configuration not stated),-3.0,2.1*,-65,8,1.1,0.9,-4,15%[fluoresces],8
Cc1cc(C)n2nc(C(=O)OCC(=O)Nc3ccc4c(c3)OCO4)nc2n1,1.4,1.1,-3,-5,0.96,1.1,-2,7%,11
Cc1nnc(SCC(=O)N2CCOCC2)c2ccccc12,-2.5,1.1,4,3,1,0.9,x,2%,29
Cn1c(C(C#N)C2=C(Cl)C(=O)N(c3ccccc3)C2=O)nc2ccccc21 (configuration not stated),-0.6,1.1,-8,8,1,0.9,7,10%,2
O=C(Oc1ccc(-c2cn3c(n2)SCC3)cc1)c1ccccc1,1.5,1.1,7,13,1.1,0.9,-3,6%,-4
CCOc1ccccc1N1CC(C(=O)Nc2ccc(C(=O)O)cc2)CC1=O (configuration not stated),-1.7,1.1,7,-6,1,0.9,2,6%,-2

# No new results follow: 3 of the compounds above.
SMILES,5HT1a ag,Fluor 339 460,MMP13 inh,SF-1 act,A340 absorber,TNAP act DEA,5-HT1A blocker,NADH enzymes,RORa activator
Cc1nnc(SCC(=O)N2CCOCC2)c2ccccc12,-2.5,1.1,4,3,1,0.9,x,2%,29
Cn1c(C(C#N)C2=C(Cl)C(=O)N(c3ccccc3)C2=O)nc2ccccc21 (configuration not stated),-0.6,1.1,-8,8,1,0.9,7,10%,2
O=C(Oc1ccc(-c2cn3c(n2)SCC3)cc1)c1ccccc1,1.5,1.1,7,13,1.1,0.9,-3,6%,-4

# Next part.
SMILES,5HT1a ag,Fluor 339 460,MMP13 inh,SF-1 act,A340 absorber,TNAP act DEA,5-HT1A blocker,NADH enzymes,RORa activator
Cc1cccn2c(=O)c3cc(C(=O)N4CCCc5ccccc54)n(C)c3nc12,-2.8,1.3,-1,3,1,0.9,-8,2%,-6
CCCOc1ccc(NC(=O)C2CC(=O)N(C(C)C)C2)cc1 (configuration not stated),-2.5,1.1,0,4,0.99,1,4,8%,-2
CC1(C)CC(=O)C(/C=N/n2cnc3ccccc3c2=O)=C(O)C1,-1.3,1.2,-1,28,1,0.9,4,10%,35
Cn1c(=O)c2c3c(sc2n2c(SCc4ccc5c(c4)OCO5)nnc12)COC(C)(C)C3,-3.9,1.1,6,-14,1,1,8,3%,-8
COc1ccc(-c2oc3ncn4nc(Cc5ccccc5)nc4c3c2-c2ccc(OC)cc2)cc1,1.2,2.4*,-47,-13,1.1,0.9,x,1%[fluoresces],1
O=C(C1CC1)N1CCc2cc(Br)cc(S(=O)(=O)NCc3ccco3)c21,0.3,1.1,9,-9,1.1,0.7,16,0%,-8
CCCCC(CC)CNC(=O)CCS(=O)(=O)c1cccc2nonc12 (configuration not stated),-3.9,1.1,6,-7,1.1,0.9,0,2%,-4
O=C1CCCN1CCCn1cnc2c([nH]c3ccc(F)cc32)c1=O,-5.4,1.9,-7,-6,1,0.9,-8,8%,5
CN(c1ccc(C(=O)NCc2ccco2)cc1)S(C)(=O)=O,-2.0,1.1,3,10,1,1,1,5%,-12
C=C1Cn2c(nnc2-c2ccc(Cl)cc2)S1,-3.8,1.1,-1,6,1,1,-10,4%,-21
CC(C)C(=O)Nc1c2c(nc3ccccc13)N(C)CC2,0.2,2.2*,-61[fluorescence artefact?],-11,1.1,1,2,8%[fluoresces],-16
CC1CCCCC1NC(=O)C1CCN(S(=O)(=O)N2CCC3(CC2)OCCO3)CC1 (configuration not stated),-3.3,1.1,-3,1,1,0.9,-5,3%,6
N#CCSc1nnc2sc3ccccc3n12,-4.0,1.1,4,-10,1,0.9,-1,3%,-8
COC(=O)c1ccc(CSc2nnc(CNC(=O)c3cccs3)o2)o1,-2.8,1.1,2,10,1,1,4,4%,-1
CCOc1cc(C(=O)CSc2nnc(CNc3ccc(Cl)cc3)o2)ccc1NC(=O)CC,-2.4,1.1,0,-56,1,1,32,3%,-54
Cc1ccc(C)c(-c2nc3ccc(N)cc3[nH]2)c1,-1.2,3*,-344[fluorescence artefact?],11,1,0.8,4,8%[fluoresces],28
Cc1oc2c(C)c3oc(=O)c4c(c3cc2c1C)CCC4,0.6,1.7,-6,-8,1.1,1,0,4%,-16
COc1ccc(S(=O)(=O)N2CCC(C(N)=O)CC2)cc1,-4.1,1,7,12,1,1,-5,8%,-1
O=C(Cn1ccccc1=O)c1cccs1,-1.5,1.2,-3,10,1.1,0.9,-16,4%,-35
CSCCC(NC(=O)c1ccccc1)c1nc(-c2ccccc2)no1 (configuration not stated),-3.2,1.1,-9,2,0.98,0.9,17,7%,-1
COc1ccc(C(=O)NCC(c2cccnc2)N2CCN(c3ccc(F)cc3)CC2)cc1OC (configuration not stated),1.2,1.1,0,6,1.1,1,-7,3%,-19
CCC1SC2=NCCN2C1(O)c1ccc(Cl)cc1 (configuration not stated),2.0,1.1,1,3,1,1,7,6%,-22
C[C@H](NC(=O)NCc1cccs1)C(=O)O,-4.0,1,-2,-13,0.97,0.9,-9,3%,6
CCOC(=O)N1CCN(C(=O)CN(c2ccc3c(c2)OCO3)S(C)(=O)=O)CC1,-0.9,1.1,2,12,1,0.9,4,5%,-5
c1ccc(Nc2nc(N3CCOCC3)nc(N3CCOCC3)n2)cc1,-0.7,1,3,-5,1.1,0.9,14,6%,-11

# Next section.
SMILES,5HT1a ag,Fluor 339 460,MMP13 inh,SF-1 act,A340 absorber,TNAP act DEA,5-HT1A blocker,NADH enzymes,RORa activator
CCc1ccccc1N1CSC2=C(C#N)C(c3cc(OC)c(OC)cc3OC)CC(=O)N2C1 (configuration not stated),0.9,1.2,-6,-15,1.1,0.9,10,16%,-14
O=C1CCCc2c1[nH]c1ccc(CN3CCCCC3)cc21,-3.5,2.1*,-18,-5,1.1,0.9,11,3%[fluoresces],-9
Cc1nc2sc(C(c3ccc(Cl)cc3)N3CCOCC3)c(O)n2n1 (configuration not stated),1.0,1.1,2,-10,0.99,0.9,-7,8%,-15
CC(C)(C)C1=Nn2c(nnc2-c2n[nH]c3c2CCC3)SC1,-2.3,1,4,-3,1,1.1,8,4%,20
O=C(COc1cnc2ccccc2n1)NCCC1=CCCCC1,-1.6,2,-1,11,1.1,0.9,5,16%,-15
O=S(=O)(NCCc1ccccn1)c1cccs1,-2.6,1.1,0,-3,0.97,1,5,2%,-17
Cc1c(-c2ccco2)[n+](=O)c2c(n1[O-])CCCCC2,-0.7,1.1,0,4,1.1,0.9,5,5%,6
OCCNCCCCOc1ccccc1F,-2.2,1.1,2,3,1.1,0.9,1,3%,11
Cn1cccc1-c1nc2ccccc2n1Cc1ccccc1,1.1,1.2,-24,-14,1,0.9,16,6%,12
Cc1ccccc1N1CCN(C(=O)C2CCCCC2)CC1,1.5,1.1,3,4,1,0.9,-1,5%,-10
Cc1c2c(nc3nc4ccccc4n13)CCCC2=O,-2.6,1.1,3,-12,1.1,0.9,0,4%,-1
CCCCc1c(O)nc2n(c1=O)CCS2,0.7,1.1,0,-1,1,0.8,-13,6%,-1
Fc1ccc(CNc2ccc(CNc3ncn[nH]3)cc2)cc1,-0.1,1.1,-1,39,1.1,1,-1,6%,21
C1CCN(c2nc(N3CCCC3)nc(N3CCNCC3)n2)C1,-1.8,1.1,-2,-9,0.96,1.1,9,14%,0
Cc1cccc2cc3c(N)c(C(=O)N4CCOCC4)sc3nc12,1.5,1.1,-16,-2,1.1,0.9,-3,8%,2
Cc1cc(C)nc(N2CCC(C(=O)NCc3ccco3)CC2)n1,-1.2,1.5,-13,6,0.99,0.9,1,7%,0
CCCCC(=O)Nc1cc(NC(=O)CCCC)cc(C(=O)O)c1,-3.4,1,-2,0,1,0.9,6,7%,-4
COCC(=O)N(C)C1(c2nnnn2CCOC(=O)Nc2ccc(Cl)cc2)CCCC1,-2.6,1.1,5,3,1.1,0.9,4,2%,-6
Cc1nc2ccc3[nH]snc3c2n1,-4.3,1.5,4,12,1,1,14,9%,18

# Profiles, quoted from the list. Screens in order: 5HT1a ag, Fluor 339 460, MMP13 inh, SF-1 act, A340 absorber, TNAP act DEA, 5-HT1A blocker, NADH enzymes, RORa activator
# `Fc1ccc(CNc2ccc(CNc3ncn[nH]3)cc2)cc1` reads -0.1, 1.1, -1, 39, 1.1, 1, -1, 6%, 21
# `COCC(=O)N(C)C1(c2nnnn2CCOC(=O)Nc2ccc(Cl)cc2)CCCC1` reads -2.6, 1.1, 5, 3, 1.1, 0.9, 4, 2%, -6
# `Cc1cc(C)nc(N2CCC(C(=O)NCc3ccco3)CC2)n1` reads -1.2, 1.5, -13, 6, 0.99, 0.9, 1, 7%, 0
# `Cc1c(-c2ccco2)[n+](=O)c2c(n1[O-])CCCCC2` reads -0.7, 1.1, 0, 4, 1.1, 0.9, 5, 5%, 6
# `Cc1nc2ccc3[nH]snc3c2n1` reads -4.3, 1.5, 4, 12, 1, 1, 14, 9%, 18

# Source: PubChem
